FBPA Giardia inh – inhibitors of Giardia lamblia fructose-1,6-bisphosphate aldolase. A8B2U2. purified Giardia FBPA. Potency, µM (top dose mostly 59.6 µM), without a hit: top-dose activity, negative = inhibition, actives largely listed as inhibitors. actives 0.71% (n = 290,000). AID 2451; also: potency is read from the fitted curve at half-maximal effect; % is scaled to controls: 0 for no effect and ±100 for the full control effect; nearly all actives have a fitted effect of over 55% in size
Target sequence (A8B2U2 whole entry, looked up): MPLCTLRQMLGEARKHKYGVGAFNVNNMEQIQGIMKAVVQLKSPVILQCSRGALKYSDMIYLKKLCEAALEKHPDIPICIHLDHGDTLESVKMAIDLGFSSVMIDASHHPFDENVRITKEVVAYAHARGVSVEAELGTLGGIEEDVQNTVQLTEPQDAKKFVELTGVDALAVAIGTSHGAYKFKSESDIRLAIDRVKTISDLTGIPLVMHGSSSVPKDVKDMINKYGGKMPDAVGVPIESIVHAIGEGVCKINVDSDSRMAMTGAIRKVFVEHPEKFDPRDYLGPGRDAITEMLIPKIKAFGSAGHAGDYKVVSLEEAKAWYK
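40 nM FBPA preincubated 10 min at RT with compound (up to 57.5 uM final), then substrate plus GAPDH/TPI/NAD/arsenate coupling and diaphorase/resazurin added. Fluorescence read after 20 min at RT, 525/598 nm.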
Pf growth 96h – P. falciparum growth inhibition at 96 hours; P. falciparum luciferase reporter growth, 96 h; actives 6.9% (n = 320,000); Potency, µM (doses to about 28.7 µM), without a hit: at the highest dose activity change, negative = inhibition, usual class: inhibitors; also: potency is read from the fitted curve at half-maximal effect; % is scaled to controls: 0 for no effect and ±100 for the full control effect
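Parasite growth measured via integrated firefly luciferase reporter in P. falciparum. Infected erythrocytes at 2% hematocrit, 0.05% parasitemia final were treated 96 hours at 37 C under 5% CO2, and luminescence was read.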
CHX counter – counter-screen for Shiga toxin inhibitors: cycloheximide protein synthesis inhibition | max response, % | actives 12% (n = 300,000) | cell reporter, cycloheximide protein synthesis inhibition counterscreen; in the data active = max response mostly above about 13%, no sharp cut-off; inactive = mostly below about 14%; also: read at 38.3 µM for the half of the compounds with a filed dose; 0% is about no effect
Pf growth 48h – P. falciparum growth inhibition at 48 hours (one generation); P. falciparum luciferase growth in erythrocytes, 48 h; Potency, µM (titrated, usually from 28.7 µM), inactives show at the highest dose activity change, negative = inhibition, actives largely listed as inhibitors; actives 5.9% (n = 310,000); also: potency is read from the fitted curve at half-maximal effect; % is scaled to controls: 0 for no effect and ±100 for the full control effect
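In quantitative HTS format, infected erythrocytes bearing luciferase-reporter parasites were treated for a single generation at 37 C. Luminescence after adding detection reagent served as the growth measure.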
HCV inhibitor – blocks hepatitis C virus; Huh7.5.1 HCVcc-Cre infection, luciferase reporter, 44 h; Potency, µM (highest dose often 41.8 µM), without a hit: at the highest dose activity change, negative = inhibition, usual class: inhibitors; actives 3.4% (n = 340,000); AID 651820; also: potency is read from the fitted curve at half-maximal effect; % is scaled to controls: 0 for no effect and ±100 for the full control effect
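A cell-based infection assay in which seeded cells (1,000 per well) receive test compound after 4 h, are inoculated with HCVcc-Cre at approximately 0.5 moi, and are incubated 44 h before luminescence detection.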
Shiga toxin inh – inhibitors of Shiga toxin in Vero cells. Vero cells, Shiga toxin protein synthesis inhibition reporter. inhibition, % at 38.7 µM. actives 9.2% (n = 290,000); in the data active = inhibition mostly above about 28%, no sharp cut-off; inactive = mostly below about 43%; also: 0% is about no effect
Numbers without * were called inactive; ? = inconclusive; · = no result given; & = joins results of further samples; [ ] = another dose, or the depositor's remark. Unless noted, calls follow the shape of the dose curve; as a rule, active = well fitted curve in the direction sought with a large enough effect; inconclusive = small, poorly fitted or top-dose-only effect, or another doubt; inactive = no such curve, though single readings can be large; an effect the other way counts as inactive or inconclusive.

Every second line gives: CHX counter	Pf growth 96h	Shiga toxin inh	FBPA Giardia inh	HCV inhibitor	Pf growth 48h
CCN1CCN(C(=O)CN(C)S(=O)(=O)c2cc(C)ccc2OC)CC1
    -3	5%	-3	0%	-2%	10%
CCOC(=O)c1sc2ccc(S(=O)(=O)N3CCCCC3)cc2c1N
    -1	-6%	-4	-1%	?	-23%
Cc1[nH]c2ccccc2c1/C=N/NC(=O)Cc1cccs1
    -3	-8%	-12	1%	?	-16%
CCOC(=O)c1[nH]c(C)c(C(=O)OCc2ccc(C)cc2)c1C
    -4	34%[activator]	-5	6%	?	15%
Cc1ccc(C)c(OCC(=O)Nc2ccc(S(=O)(=O)N3CCN(C)CC3)cc2)c1
    -3	?	-5	2%	-14%	?
Cc1ccc(C)c(NC(=O)CCC(=O)N/N=C/c2cc([N+](=O)[O-])ccc2O)c1
    -2	-19%	-6	14%	0%	-9%
N#Cc1cccc(C(=O)OCc2cccc(S(=O)(=O)N3CCOCC3)c2)c1
    ·	16%	·	·	-6%	?
O=C(NCS(=O)(=O)c1ccccc1)c1ccccc1
    -3	-6%	12	9%	16%	-2%
Cc1ccc(NC(=O)OCc2cc(-c3ccccc3)on2)cc1
    38*	33%[activator]	75*	7%	8%	28%
COc1cc2c(C)nc3c(cnn3-c3ccccc3)c2cc1OC
    3	27%	24	-10%	?	16%
CCOC(=O)c1cc(-c2ccccc2)sc1NC(=O)CN1C(=O)NC(CC)(c2ccccc2)C1=O (configuration not stated)
    9	?	17	5%	-16%	·
Cc1ccccc1-c1cc2c(nn1)-c1ccccc1C2=O
    18	·	83*	?	0%	4.1µM*
Cc1ccc2nc(NCc3ccccc3)c(C=O)c(=O)n2c1
    -1	0%	-10	10%	4%	14%
CCOC(=O)N1CCN(c2nc(-c3cccs3)cc(C(F)(F)F)n2)CC1
    9	-11%	-20	1%	?	?
O=C(CN(c1ccccc1F)S(=O)(=O)c1ccccc1)Nc1ccc2c(c1)OCCO2
    48*	4.1µM*	120*	·	?	14%
O=C(O)c1ccc2c(c1)C(=O)N(c1ncccn1)C2=O
    -5	-5%	-13	14%	40%[activator]	35%[activator]
O=C(Nc1ccc2c(c1)OCCO2)Nc1ccc2c(c1)OCO2
    33*	134%[activator]	62*	-11%	-8%	279%[activator]
O=C(c1ccc(Cl)cc1)N1CCOc2ccccc21
    6	0%	6	9%	0%	-12%
COc1ccc(N2C(=O)C(Cl)=C(NCc3ccccc3)C2=O)cc1
    22	?	27	-4%	0%	·
CC(C)NC(=O)Cn1cnc2c1c(=O)n(C)c(=O)n2C
    -2	-1%	-9	2%	9%	3%
CCOC(=O)C(C(=O)N(C)Cc1ccccc1)C1CCCCC1 (configuration not stated)
    -1	?	20	6%	-12%	-17%
COc1ccc(C2CC(=O)CC(=O)C2n2cncn2)cc1 (configuration not stated)
    -2	39%[activator]	10	4%	7%	5%
CCn1c2ccccc2c2cc(/C(C)=N/O)ccc21
    14	42%[activator]	3	-3%	10µM*	-1%
CC(C)S(=O)(=O)c1ccc(C(=O)Nc2ccc(F)cc2F)cn1
    -2	37%[activator]	-4	0%	-3%	6%
COc1ccc(-c2nc3c(n2O)CCc2c-3no[n+]2[O-])cc1
    13*	50%[activator]	23	-12%	11%	61%[activator]
CC(=O)N1N=C(c2cccc(NS(C)(=O)=O)c2)CC1c1cccs1 (configuration not stated)
    -2	88%[activator]	-12	0%	6%	-11%[5.75 µM]
O=C(CSc1ccc2ccccc2c1)NC1CCCc2ccccc21 (configuration not stated)
    -1	-23%	-1	5%	-1%	1%
O=C(CCN1C(=O)S/C(=C/c2ccc(Cl)cc2)C1=O)N1CCOCC1
    -3	17%	-1	6%	24%	6%
COc1ccc(-n2nc(C(=O)NCC(=O)N3CCCC3)c3ccccc3c2=O)c(OC)c1
    11	38%[activator]	18	1%	3%	17%
O=c1c2ccccc2nc2c3ccccc3ncn12
    -2	?	10	1%	8%	47%[activator]

Compound profiles, from the list above. Order of screens: CHX counter, Pf growth 96h, Shiga toxin inh, FBPA Giardia inh, HCV inhibitor, Pf growth 48h
Profile of COc1ccc(-n2nc(C(=O)NCC(=O)N3CCCC3)c3ccccc3c2=O)c(OC)c1 : 11, 38%[activator], 18, 1%, 3%, 17%
Profile of CC(=O)N1N=C(c2cccc(NS(C)(=O)=O)c2)CC1c1cccs1 (configuration not stated) : -2, 88%[activator], -12, 0%, 6%, -11%[5.75 µM]
Profile of CC(C)S(=O)(=O)c1ccc(C(=O)Nc2ccc(F)cc2F)cn1 : -2, 37%[activator], -4, 0%, -3%, 6%
Profile of COc1ccc(-c2nc3c(n2O)CCc2c-3no[n+]2[O-])cc1 : 13*, 50%[activator], 23, -12%, 11%, 61%[activator]
Profile of O=C(O)c1ccc2c(c1)C(=O)N(c1ncccn1)C2=O : -5, -5%, -13, 14%, 40%[activator], 35%[activator]

Next section:
Every second line gives: CHX counter	Pf growth 96h	Shiga toxin inh	FBPA Giardia inh	HCV inhibitor	Pf growth 48h
CC(C)[C@H]1C(=O)Nc2ccccc2N1C(=O)N[C@@H](Cc1ccccc1)C(=O)N[C@H](Cc1ccccc1)C(=O)O
    -2	?	-2	13%	38%[activator]	-25%
Cc1c(NC(=O)CSc2nc3ccccc3s2)c(=O)n(-c2ccccc2)n1C
    -3	-18%	-1	5%	17%	·
OC(C#CCN1CCCCC1)(c1ccccc1)c1ccccc1
    1	?	-6	15%	?	6%
CCn1c(=N)c(C(=O)NCc2cccnc2)cc2c(=O)n3cccc(C)c3nc21
    -6	-20%	28	6%	1%	-10%
COC(=O)c1cccc(C(=O)Nc2ccc(C)cc2Br)n1
    38*	178%[activator]	65*	7%	7%	57%[activator]
CC(=O)OCC1=C(C(=O)O)N2C(=O)C(NC(=O)CC(C)c3ccccc3)C2SC1 (configuration not stated)
    ·	-22%	·	·	3%	-24%
Cc1cc(/C=N/NC(=O)c2ccc(O)cc2)c(C)n1C1CC1
    -2	0%	75	-7%	-4%	6%
Cc1cc(NC(=O)CSc2nnc(C)c(=O)[nH]2)no1
    -6	?	-7	-13%	4%	·
Cc1nnc2n1-c1ccc(Br)cc1C(c1ccccc1Cl)=NC2
    -4	-101%	-4	11%	24%	13%
O=C(c1ccc(Cl)c(S(=O)(=O)N2CCCCCC2)c1)N1CCCC1
    -3	12%	-6	3%	-6%	20%
CCN(C(=O)COC(=O)CCC1CCCC1)c1c(N)n(Cc2ccccc2)c(=O)[nH]c1=O
    ·	-2%	·	·	-5%	5%
CCOc1ccc(S(=O)(=O)N2CCC(C(=O)NCC3CCCO3)CC2)cc1C (configuration not stated)
    -7	2.3µM*	22	12%	3%	10%
Cc1cc(C(=O)NCc2cccs2)c(C)o1
    -1	·	-12	-12%	14%	-9%
OC(CN1CCN(Cc2ccccc2)CC1)c1ccc(F)cc1 (configuration not stated)
    -2	-29%	-10	-15%	17%	?
O=C(NCCNc1ccc2ccccc2c1)c1cccn2c(=O)c3sccc3nc12
    -1	1.9µM*	22	-22%	·	?
COC(=O)c1nc(NNC(=O)c2ccccc2)sc1-c1ccccc1
    5	55%[activator]	18	19%	-4%	18%
COc1ccc(-c2nnn(CC(=O)N(CC(=O)NC3CCCC3)c3ccccc3F)n2)cc1OC
    -5	-6%	-2	5%	?	-20%
COC(=O)c1ccc(C2c3c(oc4ccc(F)cc4c3=O)C(=O)N2CCO)cc1 (configuration not stated)
    -4	36%[activator]	-19	10%	-4%	22%
Cc1[nH]c2ccccc2c1CCN(Cc1cccnc1)C(=S)NC(C)(C)C
    -2	13µM*	-8	0%	-13%	11%[0.00184 µM]
CCOC(=O)c1ccc(N(CC(=O)NCC2CCCO2)C(=O)CCC(=O)Nc2cc(C)on2)cc1 (configuration not stated)
    -4	-10%	-6	10%	19%	-8%
CCOC(CNC(=O)CN1C(=O)COc2ccc(S(=O)(=O)N3CCOCC3)cc21)OCC
    -4	-1%	-6	·	14%	20%
O=C(c1ccc2nccnc2c1)N1CCN(c2ccccc2)CC1
    2	-4%	-4	·	15%	18%
Cc1nn(C(C)C(=O)N2CCOCC2)c(C)c1[N+](=O)[O-] (configuration not stated)
    -3	?	-9	6%	41%[activator]	7%
CCOC(=O)C1CCN(C(c2ccc(OC)c(OC)c2)c2sc3nc(C)nn3c2O)CC1 (configuration not stated)
    -4	?	-8	4%	2%&0%	?
Cc1ccccc1CN1CCN(C(=O)CC(C)C)CC1
    -2	10µM*	·	-29%	-1%	31%[activator]
CN1CCN(CCCNC(=O)c2ccc(/C=C3\Sc4ccccc4N(Cc4ccc(F)cc4)C3=O)cc2)CC1
    -3	?	-30	0%	?	?
C[C@@H](C(=O)OCC(=O)NCCc1ccc(S(N)(=O)=O)cc1)N1C(=O)C2CCCCC2C1=O (some centres not stated)
    -1	5%	38	-1%	-9%	3%
CC1CCCCC12NC(=O)N(CC(=O)Nc1ccc(Cl)c(S(=O)(=O)N3CCOCC3)c1)C2=O (configuration not stated)
    ·	?	·	·	?	?
CCOC(=O)c1cccc(NC(=O)N[C@@H](C)C(=O)OC)c1
    -4	11%	-10	5%	15%	0%
CCN(CC)CCNC(=O)c1ccc(NC(=O)c2cccc(-n3cnnn3)c2)cc1
    ·	?	·	·	37%[activator]	?
Brc1ccc(C2=NC(Cc3ccccc3)CO2)cc1 (configuration not stated)
    52*	116%[activator]	77*	1%	?	140%[activator]
O=C(O)CCc1ccccc1OC(=O)c1ccccc1
    -2	16%	-19	8%	15%	-2%
Cc1ccc(NC(=O)C2CCCN(c3ncccn3)C2)c(C)c1 (configuration not stated)
    33*	13µM*	49*	9%	5%	73%[activator]
CC(CC(=O)Nc1nnc(CC(C)(C)C)s1)c1ccccc1 (configuration not stated)
    -2	?	-5	11%	12%	7%
Cc1noc(C)c1C(=O)Nc1ccccc1N1CCCC1
    ·	-10%	·	·	-12%	?
O=C(c1cc2cc(F)ccc2[nH]1)N1CCC(Cc2ccccc2)CC1
    20	?	32	-1%	14%	?
CN1CCN(S(=O)(=O)c2cccc(C(=O)Oc3cccc(C#N)c3)c2)CC1
    ·	21%	·	·	0%	?
N#CCC(=O)Nc1ccc(C(=O)NNC(=S)NC2CC2)cc1
    ·	40%[activator]	·	·	-12%	36%[activator]
Cn1nc(C(=O)Nc2nc3ccc(S(C)(=O)=O)cc3s2)ccc1=O
    -1	·	-7	0%	5%	29%
O=C(NCC1CCC(C(=O)O)CC1)c1cccnc1 (configuration not stated)
    -4	7%	-5	1%	13%	12%
COc1ccc(C2/C(=C(/O)c3ccc(S(=O)(=O)N4CCOCC4)cc3)C(=O)C(=O)N2CCN2CCOCC2)cc1 (configuration not stated)
    -3	13%	-6	·	3%	32%
O=C(CCS(=O)(=O)c1ccc(Br)s1)NCc1ccc2c(c1)OCO2
    0	·	-2	9%	9%	21%
COc1cccc(CC(=O)Nc2ccc(S(=O)(=O)Nc3nc(C)cc(C)n3)cc2)c1
    -1	20%	-9	10%	27%	-2%
CCC(=O)Nc1c2c(nn1-c1ccc(C)cc1C)CSC2
    3	0%	-14	0%	10%	-17%
CCOc1ccccc1NC(=O)CN(Cc1ccccc1)S(C)(=O)=O
    -1	?	2	6%	5%	-16%
COC(=O)c1ccc(COc2ccccc2/C=C(\C#N)C(=O)NC(C)C)cc1
    3	62%[activator]	9	5%	14%	36%[activator]
COc1ccc(S(=O)(=O)N2CCCC2)cc1Br
    -2	150%[activator]	-3	-3%	12%	-22%
COC(=O)c1sc(NC(=S)NC(=O)c2ccccc2F)nc1C
    51*	-17%	160*	-15%	?	239%[activator]
O=C(COc1ccc(Br)cc1)NC1CC1
    10	1%	17	·	11%	23%
c1ccc(SCc2cn3cccnc3n2)nc1
    14	-23%	13	-15%	15%	0%

Screening data from PubChem BioAssay.
